# CCR6 antag = antagonists of human CCR6 receptor; P51684; CHO-K1 CCR6 PathHunter beta-arrestin, luminescence, CCL20-stimulated; inhibition, % at 20 µM; 0.49% of 340,000 active; AID 493098;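 active = compounds whose inhibition of the agonist-driven luminescence signal at 20 µM reaches about 50%, limit read from the data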;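 note: cells stimulated with CCL20 at 14 nM final; plate controls were DMSO with CCL20 for no effect and DMSO without agonist for full effect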
# SENP8 inh = blocks the human protease SENP8. AID 2540. purified SENP8, Z-RLRGG-aminoluciferin cleavage, luminescence. Q96LD8. 1.2% of 330,000 active. inhibition, % at 10 µM
# Target sequence (Q96LD8 whole entry, looked up): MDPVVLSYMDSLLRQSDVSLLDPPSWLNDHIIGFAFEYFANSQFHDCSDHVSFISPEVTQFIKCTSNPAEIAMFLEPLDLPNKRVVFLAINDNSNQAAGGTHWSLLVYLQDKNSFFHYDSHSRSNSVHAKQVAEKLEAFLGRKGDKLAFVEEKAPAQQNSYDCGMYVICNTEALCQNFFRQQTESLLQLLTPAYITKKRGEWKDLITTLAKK
# Apaf-1 inh = inhibitors of human Apaf-1 apoptosome; inhibition, % at 20 µM; 0.71% of 330,000 active; reconstituted apoptosome caspase-3 activity, DEVD-Rh110 fluorescence; active = inhibition of at least 40% at 20 µM;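 note: plate controls were DMSO wells for no effect and DEVD-CHO caspase inhibitor wells for full effect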
#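 Assay system: Apoptosome proteins | Medium: pH 7.5 Hepes buffer with CHAPS, BSA, DTT | Also added: Cytochrome c and DEVD-Rh110 substrate | Times: 30 min plus 50 min, RT | Detection: Rhodamine 110 fluorescence at Ex 480/Em 540 nm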
# Gli-Sufu block = Gli-Sufu pathway antagonism. Sufu-KO-LIGHT fibroblasts, Gli luciferase reporter luminescence. inhibition, % at 5 µM. AID 588413. 0.74% of 340,000 active;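 active = inhibition above about 55%, limit read from the data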;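 note: 0% = DMSO-treated cells and 100% = wells with medium but no cells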
# EBI2 antag = blocks human EBI2 receptor beta-arrestin signaling | EBI2 beta-arrestin recruitment, luminescence, 7a,25-OHC stimulated | AID 651636 | 0.81% of 360,000 active | inhibition, % at 5 µM | P32249; in the data active = inhibition above about 38%;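 note: enzyme fragment complementation signal reports receptor beta-arrestin coupling in cells; 0% = agonist plus DMSO wells and 100% = wells without agonist; some results beyond the cut were filed as inactive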
# Target sequence (P32249 whole entry, looked up, the tested form may be a part): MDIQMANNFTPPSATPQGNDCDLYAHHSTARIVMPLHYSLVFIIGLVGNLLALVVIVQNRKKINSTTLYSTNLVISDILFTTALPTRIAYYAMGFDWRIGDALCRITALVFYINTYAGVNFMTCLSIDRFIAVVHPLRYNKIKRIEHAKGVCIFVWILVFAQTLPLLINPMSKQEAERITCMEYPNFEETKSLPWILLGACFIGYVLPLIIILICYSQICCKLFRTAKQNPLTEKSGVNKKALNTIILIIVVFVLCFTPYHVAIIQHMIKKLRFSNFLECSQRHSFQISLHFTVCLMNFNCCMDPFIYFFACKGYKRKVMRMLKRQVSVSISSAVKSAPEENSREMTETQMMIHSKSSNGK
# Jurkat NFkB inh = inhibitors of the PMA/ionomycin-induced NF-kB reporter in Jurkat cells; AID 435003; PMA/ionomycin-induced NF-kB luciferase reporter, luminescence; inhibition, % at 4 µM; 0.53% of 330,000 active
# UBC13 polyUb = blocks human UBC13 polyubiquitin chain formation | P61088 | TR-FRET | inhibition, % at 20 µM | 0.47% of 330,000 active; in the data active = inhibition above about 45%, passing the limit was not always enough
# Target sequence (P61088 whole entry, looked up): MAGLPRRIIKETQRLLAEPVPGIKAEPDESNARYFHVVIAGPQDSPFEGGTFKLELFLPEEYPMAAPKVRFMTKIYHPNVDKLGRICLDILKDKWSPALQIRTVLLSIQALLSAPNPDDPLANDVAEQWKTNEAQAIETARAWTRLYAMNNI
# 697 NFkB inh = lowers PMA/ionomycin-induced NF-kB signal in 697 B cells; AID 435022; 697 B-cell NF-kB luciferase reporter, 16 h; inhibition, % at 4 µM; 0.33% of 330,000 active; in the data active = inhibition above about 35%
# * = called active by the depositor; · = not tested or not shown. Cut-off read from the data, not from the text of the source, unless noted: active = inhibition above about 50%; inactive = the rest. Only part of the results is shown; count on the stated rates, not on these rows.
SMILES,CCR6 antag,SENP8 inh,Apaf-1 inh,Gli-Sufu block,EBI2 antag,Jurkat NFkB inh,UBC13 polyUb,697 NFkB inh
CCCOc1cc(C)c(S(=O)(=O)NCc2cccs2)cc1C,8,-9,13,5,7,-12,2,-11
CC1CCC(NC(=O)C2CCC(CNS(=O)(=O)c3cccc4nsnc34)CC2)CC1 (stereo not given),12,7,-3,16,-2,18,2,9
CCOC(=O)c1ccc(NC(=O)NCCc2cnc[nH]2)cc1,4,-14,-14,3,-7,-14,1,-10
CCC(C)[C@H](NC(=O)C1CCN(C(=O)[C@H](Cc2ccccc2)NC(=O)OC(C)(C)C)CC1)C(=O)O (stereo not given in full),-3,-5,3,0,7,-8,1,-13
O=c1c(C(c2ccccc2)c2c(O)sc3ccccc3c2=O)c(O)sc2ccccc12,-6,28,20,-6,-11,-7,-9,11
CCCCNC(=O)CNC(=S)N(Cc1ccccc1F)C1CCCCC1,5,-2,1,13,2,-10,-17,-20
CCc1cc(CNC(=O)C2CCC(=O)N(Cc3cccc(F)c3)C2)on1 (stereo not given),1,-7,0,16,-1,-17,0,0
COc1ccc(CC(=O)Nc2ccc(C(=O)Nc3ccccc3C(=O)O)cc2)cc1OC,14,-2,12,-12,0,-10,-6,-8
COc1ccc(NC(=O)CNC(=O)N2CC(=O)Nc3ccccc32)cc1OC,8,4,-2,-3,7,14,-10,2
COc1cc(CNCCc2ccccc2)cc(Br)c1OCC(=O)Nc1ccccc1C,9,-1,12,27,19,2,42,8

# Copied from the list:
# For CCR6 antag, `CC1CCC(NC(=O)C2CCC(CNS(=O)(=O)c3cccc4nsnc34)CC2)CC1` (stereo not given) reads 12
# For SENP8 inh, `CCc1cc(CNC(=O)C2CCC(=O)N(Cc3cccc(F)c3)C2)on1` (stereo not given) reads -7
# For EBI2 antag, `CCC(C)[C@H](NC(=O)C1CCN(C(=O)[C@H](Cc2ccccc2)NC(=O)OC(C)(C)C)CC1)C(=O)O` (stereo not given in full) reads 7
# For Jurkat NFkB inh, `CCCOc1cc(C)c(S(=O)(=O)NCc2cccs2)cc1C` reads -12
# For SENP8 inh, `CCCCNC(=O)CNC(=S)N(Cc1ccccc1F)C1CCCCC1` reads -2
# For UBC13 polyUb, `COc1ccc(NC(=O)CNC(=O)N2CC(=O)Nc3ccccc32)cc1OC` reads -10
# For Apaf-1 inh, `O=c1c(C(c2ccccc2)c2c(O)sc3ccccc3c2=O)c(O)sc2ccccc12` reads 20

# Following part:
SMILES,CCR6 antag,SENP8 inh,Apaf-1 inh,Gli-Sufu block,EBI2 antag,Jurkat NFkB inh,UBC13 polyUb,697 NFkB inh
CC(C)CC(NC(=O)C1CCC(C)CC1)C(=O)N1CCN(c2ccccn2)CC1 (stereo not given),5,6,3,9,-7,1,1,0
O=C(Nc1cccc2ccccc12)c1ccc([N+](=O)[O-])o1,-5,2,-4,6,-6,25,-3,7
CCN1CCN(c2ccc(NC(=O)c3cccnc3)cc2Cl)CC1,-14,5,-4,-2,-1,-24,4,-12
COc1ccc(S(=O)(=O)Cc2ccc(C(=O)NC3CC3)o2)cc1,-1,-1,-5,-12,-5,13,-1,14
Cc1ccc(C(C(=O)NC2CCCCC2)N(C(=O)c2csnn2)c2ccccc2F)o1 (stereo not given),17,-1,6,29,2,-12,8,2
Cc1cc(/C=C2\SC(N)=NC2=O)c(C)n1-c1ccccc1,13,3,9,-44,-5,-2,-18,2
OCC1(Cc2ccccc2)CCN(C2CCN(c3ccccc3F)CC2)CC1,7,0,2,·,1,6,2,-12
CC(/C=C/c1ccc(O)cc1)=N/O,-3,81*,-12,12,5,-14,0,-39
O=C(CN(Cc1ccccc1)S(=O)(=O)c1ccc(F)cc1)NCc1cccnc1,17,0,-6,0,4,-1,-3,5
NS(=O)(=O)c1ccc(NC(=O)c2ccc(COc3ccccc3)o2)cc1,10,1,3,7,2,8,8,-17
Cc1cccc(OCC(=O)Nc2cc(S(=O)(=O)N3CCCCC3)ccc2N2CCN(C)CC2)c1,4,-5,-6,8,4,-8,23,8
Cc1cccn2c(=O)c(C(=O)NCCCN3CC(C)CC(C)C3)c(O)nc12 (stereo not given),-3,2,4,5,-6,6,4,13
Cc1cc(C)n2nc(C(=O)N3CCCC(Nc4ccc(C(C)C)cc4)C3)cc2n1 (stereo not given),17,2,-5,-32,-6,4,17,-6
COc1cc(/C=C2/C(=O)ON=C2C)ccc1OCc1cccc(F)c1,-8,-8,1,-25,17,-62,-14,10
Cc1cc(C)nc(-n2nc(C)c3c(C(F)(F)F)cc(=O)[nH]c32)n1,13,2,4,7,0,-3,6,29
CCCCN(C(=O)C1COc2ccccc2O1)c1c(N)n(CCC)c(=O)[nH]c1=O (stereo not given),6,5,-6,-5,-4,0,-3,11
Cc1cc(C)n(-c2ccc(C(=O)OC(C)C)cc2)n1,5,-11,13,-10,4,-19,-3,-27
CCN1CCN(C(c2ccccc2)c2nnnn2CCc2ccc(OC)c(OC)c2)CC1 (stereo not given),-2,8,4,-2,0,14,3,19
O=S(=O)(Cc1ccccc1)N1CCc2ccccc2C1,6,-1,-11,4,-1,-3,7,-7
COc1ccc(C(=O)NCc2nnc(SCC(=O)c3ccccc3)n2C)cc1OC,10,12,-3,-2,-6,4,-16,2

# One compound at a time, from the list above. Screens in order: CCR6 antag | SENP8 inh | Apaf-1 inh | Gli-Sufu block | EBI2 antag | Jurkat NFkB inh | UBC13 polyUb | 697 NFkB inh
# Record of `COc1ccc(C(=O)NCc2nnc(SCC(=O)c3ccccc3)n2C)cc1OC` → 10 | 12 | -3 | -2 | -6 | 4 | -16 | 2
# Record of `Cc1cc(C)n2nc(C(=O)N3CCCC(Nc4ccc(C(C)C)cc4)C3)cc2n1` (stereo not given) → 17 | 2 | -5 | -32 | -6 | 4 | 17 | -6
# Record of `COc1cc(/C=C2/C(=O)ON=C2C)ccc1OCc1cccc(F)c1` → -8 | -8 | 1 | -25 | 17 | -62 | -14 | 10
# Record of `CCN1CCN(C(c2ccccc2)c2nnnn2CCc2ccc(OC)c(OC)c2)CC1` (stereo not given) → -2 | 8 | 4 | -2 | 0 | 14 | 3 | 19

# The results go on:
SMILES,CCR6 antag,SENP8 inh,Apaf-1 inh,Gli-Sufu block,EBI2 antag,Jurkat NFkB inh,UBC13 polyUb,697 NFkB inh
CCCOc1ccc(/C=C2\SC(=S)N(CC3CCCO3)C2=O)cc1 (stereo not given),12,-19,13,-3,15,-12,-11,6
CCOc1ccc(/C(=N\O)C(C)NO)cc1 (stereo not given),13,-1,4,-14,-15,-8,-1,-1
CCc1cccc(OCCCn2ccnc2)c1,-2,-11,4,2,5,0,18,-37
CCn1c2ccccc2c2cc(NC(=O)COC(=O)c3cc(OC)c(OC)cc3OC)ccc21,1,-2,-2,10,26,-41,10,5
O=C(Nc1ccccc1N1CCOCC1)c1cccc([N+](=O)[O-])c1,5,-8,-3,2,-2,-5,8,-5
CCCn1c(/N=C/c2ccc3c(c2)OCO3)nc2ccccc21,13,-24,-12,2,0,11,0,5
COc1ccc(/C=C2\Sc3ccc(C(=O)NC4CC4)cc3N(C)C2=O)cc1OC,-3,4,2,-7,7,-6,2,-10
C#CCOc1ccc(/C=C2/C(=O)N(c3cccc(C(=O)O)c3)N=C2C)cc1OC,8,-7,43*,-15,-7,7,-26,-9
O=C(Nc1cc(Cl)ccc1N1CCOCC1)C1=COCCO1,15,7,11,-12,16,-2,3,-7
Cc1ccc(N2C(=O)CC(N3CCN(S(=O)(=O)c4ccccc4)CC3)C2=O)c(C)c1 (stereo not given),13,5,4,-3,0,5,-4,21

# An excerpt of these results, field by field:
smiles: CCCOc1ccc(/C=C2\SC(=S)N(CC3CCCO3)C2=O)cc1 (stereo not given)
  CCR6 antag = 12	SENP8 inh = -19	Apaf-1 inh = 13	Gli-Sufu block = -3	EBI2 antag = 15	Jurkat NFkB inh = -12	UBC13 polyUb = -11	697 NFkB inh = 6
smiles: CCOc1ccc(/C(=N\O)C(C)NO)cc1 (stereo not given)
  CCR6 antag = 13	SENP8 inh = -1	Apaf-1 inh = 4	Gli-Sufu block = -14	EBI2 antag = -15	Jurkat NFkB inh = -8	UBC13 polyUb = -1	697 NFkB inh = -1
smiles: CCc1cccc(OCCCn2ccnc2)c1
  CCR6 antag = -2	SENP8 inh = -11	Apaf-1 inh = 4	Gli-Sufu block = 2	EBI2 antag = 5	Jurkat NFkB inh = 0	UBC13 polyUb = 18	697 NFkB inh = -37
smiles: CCn1c2ccccc2c2cc(NC(=O)COC(=O)c3cc(OC)c(OC)cc3OC)ccc21
  CCR6 antag = 1	SENP8 inh = -2	Apaf-1 inh = -2	Gli-Sufu block = 10	EBI2 antag = 26	Jurkat NFkB inh = -41	UBC13 polyUb = 10	697 NFkB inh = 5

# Further compounds
SMILES,CCR6 antag,SENP8 inh,Apaf-1 inh,Gli-Sufu block,EBI2 antag,Jurkat NFkB inh,UBC13 polyUb,697 NFkB inh
Cc1nc2c(C)cccc2c2c1CCN2c1ccccc1F,12,-8,-16,14,-22,20,18,-22
COc1ccc(NC(=O)c2c(Cl)nc3ccccn23)cc1,9,-12,1,-26,-9,-52,-10,-34
O=c1[nH]nc(Sc2ncnc3sccc23)n1CCc1ccccc1,-1,7,11,21,-27,10,7,-3
COc1ccc(OC)c(NS(=O)(=O)c2ccc(Cl)s2)c1,8,-1,8,-3,3,-2,3,-15
O=C(CSc1nncs1)Nc1nccs1,5,7,-4,-5,-5,14,2,5
Cc1ccc(NCc2nnc(SCC(N)=O)n2CCc2ccccc2)cc1,·,-7,-1,·,·,8,-4,3
C/C(=N\N1CCN(Cc2ccc(Cl)cc2)CC1)c1ccc(F)cc1,8,-4,1,-5,2,6,3,-9
ClCc1nc2ccccc2c2ccccc12,-13,2,21,-13,-31,-4,0,13
CCC(C)Sc1nnc(CSc2nc3nc(C)cc(C)n3n2)o1 (stereo not given),-7,-4,-18,1,-7,11,4,12
CC(=O)N1CCc2cc(Br)cc(S(=O)(=O)NCc3ccc(Cl)cc3)c21,5,-4,4,27,-7,8,3,0
CC(C)(C)NC(=O)Cn1c(-c2nonc2N)nc2ccccc21,28,-1,-6,1,-4,6,7,7
COc1ccc(Cn2c(=O)[nH]c3cc(C(=O)N4CCN(c5ccc(C(C)=O)cc5)CC4)ccc3c2=O)cc1,9,1,23,41,2,14,-3,-36
O=C(CNC(=O)c1ccco1)OCc1ccc(C(=O)Oc2ccccc2)cc1,10,-21,16,6,-12,-14,-14,18
O=C(C1CCC1)N1CCc2cc(S(=O)(=O)NCc3ccccn3)ccc21,-6,5,-15,1,-2,6,-2,-34
CCOC(=O)c1[nH]c(C)c(C(=O)Nc2ccc(C)c(Cl)c2)c1C,0,-8,15,-9,13,-12,-8,5
CCCCc1c(O)nc(SCC(=O)N2CCOCC2)[nH]c1=O,-10,10,-5,-4,-9,5,-4,-6
C[C@H]1[C@H]2c3nc4ccccc4n3C[C@H]1ON2C1CCCCC1,7,0,-6,-5,8,7,-2,15
CCc1noc(C)c1C(=O)NNC(=O)c1ccccc1Cl,7,3,1,-11,7,-11,-7,-5
Cc1cc(OCCCC(=O)NCCN2C(=O)S/C(=C\c3cccnc3)C2=O)ccc1Cl,-3,-5,21,-8,-3,3,6,-14
CCCN(CC(=O)Nc1ccccc1C)C(=O)c1ccc(N2CCCCCC2)c([N+](=O)[O-])c1,32,-3,37,2,1,16,-8,15
Nc1ncnc2c1ncn2C1O[C@H](CO)[C@@H](O)[C@@H]1O (stereo not given in full),-3,3,-9,-3,6,-14,-7,4
CCOC(=O)c1ccc(NC(=O)CCNS(=O)(=O)c2ccc3c(c2)oc(=O)n3C)cc1,8,6,-5,-4,-17,-12,0,-11
CN(C)c1ccc(/C=N/NC(=O)CSc2ccccn2)cc1,9,-6,-12,-25,9,-20,-3,-36
Cc1cc(C(=O)COC(=O)C23CC4CC(CC(O)(C4)C2)C3)c(C)n1-c1c(C)n(C)n(-c2ccccc2)c1=O,1,4,-11,-10,-3,1,2,19
COC(=O)c1ccc(C(C(=O)NC2CCCCC2)N(C(=O)Cc2cccs2)C2CC2)cc1 (stereo not given),21,-6,15,-2,-5,13,5,18
CC(C)(C)C(=O)Nc1c2c(nn1-c1ccccc1)CSC2,5,-1,8,-13,6,5,-1,-2
CNC(=O)c1ccc(Nc2nnc(-c3ccc(C)c(S(=O)(=O)NCC4CCCO4)c3)c3ccccc23)cc1 (stereo not given),13,-7,8,-5,2,-4,1,2

# Source: PubChem (Sanford-Burnham Center for Chemical Genomics)
